Screening results: PubChem BioAssay, several laboratories
SRC2 TRFRET art = TR-FRET signal artefacts, primary screen, artefact control for PPARgamma SRC-2 agonist project, biochemical. TR-FRET artefact counter-screen; active compounds read high. TR-FRET ratio at 8 µM. hit rate 0.4% among 200,000; in the data active means TR-FRET ratio above about 2000; further: inactives centre near 1500
PPARg SRC-1 ag = PPARgamma agonists recruiting SRC-1 coactivator, primary screen, biochemical; PPARgamma-SRC-1 coactivator recruitment biochemical assay; activation, % at 8 µM; hit rate 0.41% among 200,000; AID 631, 2007; in the data active means activation above about 19%;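 further: 0% = DMSO and 100% = reference agonist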
PPARg SRC-3 ag = PPARgamma agonists recruiting SRC-3 coactivator, primary screen, biochemical. hit rate 0.26% among 200,000. biochemical PPARgamma/SRC-3 coactivator recruitment assay. activation, % at 8 µM. Peroxisome proliferator-activated receptor gamma (Homo sapiens), P37231. AID 731, 2007; in the data active means activation above about 23%;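 further: 0% = DMSO and 100% = reference agonist; some compounds past the cut are filed as inactive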
TNAP act hi DEA = TNAP activators at high phosphate acceptor level, primary screen, biochemical, luminescence, uHTS; Alkaline phosphatase, tissue-nonspecific isozyme (Homo sapiens), P05186; purified TNAP, CDP-star luminescence, 1 M DEA, 30 min; active compounds read high; 0 = EDTA background, 1 = DMSO-only activity; activation factor at 20 µM; 200,000 tested, under 10 active; AID 1136, 2008;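 active means activation factor at least 2 at 20 µM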
Target sequence (P05186 whole entry, looked up): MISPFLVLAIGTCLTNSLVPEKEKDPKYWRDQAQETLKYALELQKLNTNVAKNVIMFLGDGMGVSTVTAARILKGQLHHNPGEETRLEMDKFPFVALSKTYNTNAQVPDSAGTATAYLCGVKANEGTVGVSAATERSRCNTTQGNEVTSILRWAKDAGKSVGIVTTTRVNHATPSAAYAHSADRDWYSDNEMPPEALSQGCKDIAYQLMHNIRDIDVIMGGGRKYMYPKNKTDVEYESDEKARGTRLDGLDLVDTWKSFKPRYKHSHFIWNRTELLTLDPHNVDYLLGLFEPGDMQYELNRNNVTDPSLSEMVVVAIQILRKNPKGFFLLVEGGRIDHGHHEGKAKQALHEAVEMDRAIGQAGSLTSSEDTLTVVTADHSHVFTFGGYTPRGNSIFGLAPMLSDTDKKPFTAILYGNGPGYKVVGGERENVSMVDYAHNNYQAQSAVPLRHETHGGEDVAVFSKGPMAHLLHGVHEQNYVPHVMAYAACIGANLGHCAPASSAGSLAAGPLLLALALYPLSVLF
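Control set: EDTA negative control, DMSO positive control / Assay system: human TNAP / Quantity: TNAP 1/800 final / Evaluation: TNAP activation factor scaled between EDTA and DMSO control wells / Measured by: luminescent substrate turnover signal / Compound dosing: one dose, 20 µM / Times: 30 min enzyme reaction at room temperature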
PPARg SRC-2 ag = agonists of PPARg-SRC-2 recruitment, primary screen, biochemical, HTS; Peroxisome proliferator-activated receptor gamma (Homo sapiens), P37231; PPARgamma LBD-SRC-2 recruitment; activation, % at 8 µM; hit rate 0.34% among 200,000; in the data active means activation above about 22%;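 further: 0% = vehicle and 100% = reference agonist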
STAT3 inh = IL-6 driven STAT3 reporter inhibitors, primary screen, U3A cells, luciferase, luminescence, MLSCN library; inhibition, % at 5.5 µM; hit rate 0.89% among 190,000; AID 862, 2007; IL-6 STAT3-luciferase reporter; host cell line lacks STAT1;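 active means inhibition above the mean inhibition across all screened compounds plus 3 SD, cut at about 44% in these data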;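 further: 0% = DMSO only wells and 100% = 100 µM nifuroxazide control wells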
ROMK primary = ROMK potassium channel modulators, primary screen, cell-based, thallium flux, MLSMR library; ATP-sensitive inward rectifier potassium channel 1 (Homo sapiens), P48048; Tet-inducible ROMK, thallium flux fluorescence; actives lie on both sides; B-score at 10 µM; hit rate 2% among 130,000; AID 1918, 2009;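 active means signal ratio slope over the read window, or its plate-corrected B-score, at least 3 SD from the plate mean, either direction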;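 further: B-score of the F/F0 ratio slope over 7 to 12 s after thallium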
Target sequence (P48048 whole entry, looked up): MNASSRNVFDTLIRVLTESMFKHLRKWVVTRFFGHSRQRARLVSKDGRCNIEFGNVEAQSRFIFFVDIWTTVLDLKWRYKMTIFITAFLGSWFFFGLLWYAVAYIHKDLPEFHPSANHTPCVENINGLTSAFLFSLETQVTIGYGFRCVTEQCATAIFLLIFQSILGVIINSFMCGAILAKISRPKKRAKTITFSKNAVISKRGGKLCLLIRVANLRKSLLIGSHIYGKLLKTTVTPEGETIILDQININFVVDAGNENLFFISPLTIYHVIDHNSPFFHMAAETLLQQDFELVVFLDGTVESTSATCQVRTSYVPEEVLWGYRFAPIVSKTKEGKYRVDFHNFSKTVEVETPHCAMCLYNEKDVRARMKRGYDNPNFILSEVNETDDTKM
STAT1 blocker = STAT1 signaling inhibitors, primary screen, cell-based, HTS, luciferase reporter; AID 920, 2007; hit rate 0.35% among 200,000; inhibition, % at 5.5 µM; NIH 3T3 STAT1-luciferase reporter, IFN-gamma, luminescence;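 active means inhibition above a set limit, the mean inhibition across all tested compounds plus 3 SD, cut at about 34% in these data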;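 further: 0% = IFN-gamma with DMSO and 100% = IFN-gamma with 300 µM nifuroxazide; values of inactives mirror those of a sister screen read the other way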
STAT3 activator = IL-6 driven STAT3 reporter potentiators, primary screen, U3A cells, luciferase, luminescence, MLSCN library; IL-6 STAT3-luciferase reporter; 100% = signal with IL-6 EC80 alone; activation (% of control), % at 5.6 µM; hit rate 0.91% among 190,000; AID 871, 2007;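 active means activation above the screen-wide mean of compound activation plus 3 SD, cut at about 130% in these data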;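 further: 0% = background luminescence of wells with medium and substrate only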
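Test system: STAT3-luciferase reporter U3A cells; Detection: reporter luminescence signal; Times: 1 h compound pre-exposure, 6 h IL-6 stimulation, 37 °C; Benchmarks: IL-6-only high control; Also added: IL-6 stimulus at 33 ng/mL final.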
bIAP inh = bovine intestinal alkaline phosphatase inhibitors, primary screen, selectivity assay for TNAP inhibitor project, biochemical, bovine IAP, CDP-star luminescence; AID 1019, 2008; 190,000 tested, under 10 active; purified bovine IAP, 30 min; alkaline phosphatase, intestinal [Bos taurus]; inhibition, % at 20 µM;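 active means over 50% inhibition of intestinal alkaline phosphatase at 20 µM in the single-dose screen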
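System: Purified bovine intestinal alkaline phosphatase (IAP) enzyme | Input: IAP diluted 1/65,000,000 in the well | Also added: CDP-star chemiluminescent phosphatase substrate, 30 µM final | Dosing: 20 µM single dose | Times: Enzyme reaction for 30 min at room temperature | Detection: Luminescence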
bIAP activator = bovine intestinal alkaline phosphatase activators, primary screen, biochemical, bovine IAP, CDP-star luminescence | hit rate 0.17% among 200,000 | alkaline phosphatase, intestinal [Bos taurus] | activation factor at 20 µM | purified bovine IAP, 30 min; active compounds read high; fold of DMSO-control signal, blank-subtracted;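 active means activation factor of 2 or more at 20 µM, a signal rise over negative controls twice the positive control's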
* hit, by the source's call; / = not tested or not shown.

SMILES | SRC2 TRFRET art | PPARg SRC-1 ag | PPARg SRC-3 ag | TNAP act hi DEA | PPARg SRC-2 ag | STAT3 inh | ROMK primary | STAT1 blocker | STAT3 activator | bIAP inh | bIAP activator
CN(c1ccccc1)S(=O)(=O)c1cc(C(=O)Nc2nc3ccccc3[nH]2)ccc1Cl | 1469 | 8 | 8 | 1 | 4 | 12 | / | 4 | 87 | 17 | 0.8
CCCCOc1ccc(N(CC(=O)NC(C)(C)CC)C(=O)CCC(=O)Nc2ccccn2)cc1 | 1452 | -3 | 5 | 1.1 | 0 | -6 | -1.1 | -6 | 109 | 0 | 1
COc1ccc(-n2c(C)cc(C(=O)Cn3nnc4ccccc4c3=O)c2C)cc1 | 1466 | -12 | -2 | 1 | -6 | 0 | / | -62 | 106 | -6 | 1.1
O=C(CCSCCc1ccccn1)Nc1cc(F)ccc1F | 1413 | -4 | 4 | 1 | 2 | 7 | 0.39 | -5 | 94 | -28 | 1.3
CCOCCCNC(=S)N1CCN(Cc2ccco2)CC1 | 1481 | 0 | -4 | 1 | -5 | 9 | -1.4 | -16 | 94 | -6 | 1.1
CC1=C(C)CC(C(=O)NNC(=O)c2cccc(Cl)c2)C(C(=O)O)C1 (stereo unspecified) | 1327 | 8 | -2 | 1.1 | 1 | -4 | 0.41 | 0 | 108 | 31 | 0.7
O=C(CC(C(=O)O)P(=O)(c1ccccc1)c1ccccc1)c1ccccc1 (stereo unspecified) | 1480 | -7 | -3 | 1 | 0 | 11 | / | -1 | 94 | 9 | 0.9
Cc1c(C(=O)NCCn2ccc3ccccc32)cccc1[N+](=O)[O-] | 1427 | -4 | -3 | 1 | -12 | 7 | 0.86 | 10 | 95 | 28 | 0.7
C/C(=N/Oc1nc(C)cc(C)n1)c1ccc(Br)cc1 | 1511 | 5 | -9 | 1 | -9 | 22 | -0.091 | -10 | 83 | -8 | 1.1
CN(C(=O)COC(=O)c1cn(-c2ccccc2)nc1-c1ccccc1)C1CCS(=O)(=O)C1 (stereo unspecified) | 1521 | 2 | -3 | 1 | -1 | 6 | 1.1 | -14 | 101 | -15 | 1.2
CC(=O)c1ccc(NC(=O)N2CCCC(C(=O)c3ccc4c(c3)OCO4)C2)cc1 (stereo unspecified) | 1794 | 9 | 8 | 1 | 6 | 8 | 1 | 0 | 98 | 8 | 0.9
COCCCN(CC(=O)Nc1ccc(N2CCOCC2)cc1)S(=O)(=O)c1ccccc1 | 1618 | 4 | 5 | 1 | 2 | -7 | -0.51 | -11 | 109 | -4 | 1
CCCC(=O)Nc1nc(C)c(-c2csc(Nc3ccc(Cl)cc3)n2)s1 | 1529 | -1 | 7 | 1 | 4 | -97 | / | 12 | 177* | 8 | 0.9
COc1ccccc1N1CCN(C(=O)Cc2cccs2)CC1 | 1520 | 10 | -3 | 0.9 | -6 | -2 | -0.32 | 11 | 104 | 4 | 1
COc1ccc(CC(=O)NC(C)c2nnc(SCCOc3ccc(OC)cc3)n2C)cc1 (stereo unspecified) | 1432 | -6 | -6 | 1.1 | 0 | -7 | 0.95 | 3 | 106 | 3 | 1
O=C(c1cncc(Br)c1)N1CCCc2ccccc21 | 1454 | 3 | -2 | 1.1 | -3 | 2 | 0.087 | -2 | 100 | -2 | 1
CCC(C)N1CNc2c(c(=O)[nH]c(=S)n2-c2cccc(C)c2)C1 (stereo unspecified) | 1698 | 13 | 1 | 1 | -5 | 1 | 0.13 | 2 | 103 | 8 | 0.9
CCN(CC)S(=O)(=O)c1cc(NS(=O)(=O)c2c(Cl)cccc2Cl)ccc1C | 1605 | 4 | 4 | 1 | 11 | 4 | -0.73 | 11 | 104 | -12 | 1.1
COc1ccccc1NC(=O)CN1CC(=O)Nc2ccccc21 | 1515 | 5 | 1 | 1 | 1 | -34 | -0.069 | 15 | 134* | 13 | 0.9
Cc1cccc(C)c1NC(=O)CSc1nnc(Cn2nnc(-c3ccccc3)n2)n1-c1ccccc1 | 1416 | 2 | 2 | 1.1 | -2 | 6 | / | 6 | 102 | -14 | 1.1
Cn1c(Cc2ccccc2)nnc1SCC(=O)Nc1ccc2c(c1)OCCO2 | 1601 | 3 | 6 | 1 | 4 | 11 | -0.27 | -4 | 96 | 2 | 1
CNC(=S)N/N=C(\C)c1cccc([N+](=O)[O-])c1 | 1641 | 2 | 3 | 1 | 6 | 18 | / | -1 | 88 | 15 | 0.9
CC(C)OC(=O)C1C(=O)CC(C)(O)C(C(=O)OC(C)C)C1c1ccccc1 (stereo unspecified) | 1582 | 7 | 1 | 1 | 2 | 4 | 0.85 | 0 | 101 | -9 | 1.1
CCC(=O)Nc1ccc2c(c1)C(=O)N(C1CCCCC1)C2=O | 1638 | 2 | 2 | 1 | -2 | 10 | / | -16 | 95 | 15 | 0.9
CCCCC(=O)NS(=O)(=O)c1ccc(N=NN(CC)CC)cc1 | 1387 | -10 | -3 | 1.1 | -4 | 8 | 0.27 | -2 | 97 | 9 | 0.9
CC1=NN(C(=O)Cc2ccc(C)cc2)C(O)(c2cccnc2)C1 (stereo unspecified) | 1529 | 2 | 2 | 1 | 6 | -4 | -0.16 | -1 | 103 | -33 | 1.3
CCc1cc(=O)oc2cc(C)c(CN3CCCCC3)c(O)c12 | 1603 | 8 | 1 | 1 | 3 | -2 | -1.2 | -6 | 103 | 6 | 0.9
CCOc1ccc2nc(SCC(=O)NC3CCS(=O)(=O)C3)[nH]c2c1 (stereo unspecified) | 1493 | 7 | 4 | 1.1 | -2 | 9 | 0.041 | 4 | 94 | 8 | 0.9
c1ccc(NCn2cncn2)nc1 | 1478 | -7 | -1 | 1 | -2 | 9 | -0.0094 | -10 | 97 | 11 | 0.9
CN(C)c1ccc(C2C3C(=O)N(c4ccc(C(=O)O)cc4)C(=O)C3ON2c2ccccc2)cc1 (stereo unspecified) | 1640 | 2 | 0 | 1 | 2 | -1 | 0.14 | -2 | 104 | 5 | 0.9
O=c1c2c(n3cnnc3n1-c1ccccc1)-c1ccccc1CC21CCCC1 | 1786 | 4 | 1 | 1 | 3 | -1 | -0.42 | -3 | 100 | 6 | 0.9
c1ccc2c(c1)CCCN2Cc1nnc2n1CCCCC2 | 1560 | -4 | -5 | 1 | 3 | -45 | / | -3 | 140* | 1 | 1
COc1ccc(C(=O)c2ccc(OC)cc2O)c(O)c1 | 1510 | 0 | 12 | 1 | -3 | 6 | -0.031 | 4 | 99 | 8 | 0.9
O=C(Nc1ccc(Nc2ccccc2)cc1)C(Cl)Cl | 1693 | -2 | -1 | 1 | 10 | 11 | 0.16 | -12 | 91 | -1 | 1
CCC(=O)Nc1nc2ccc(S(C)(=O)=O)cc2s1 | 1368 | -5 | -2 | 1 | -6 | -21 | / | -33 | 121 | -7 | 1.1
Cn1c(Sc2ccc(C(F)(F)F)cc2[N+](=O)[O-])nnc1-c1ccccc1 | 1694 | 10 | 1 | 1 | -1 | 14 | -1 | -3 | 94 | 10 | 0.9
COc1ccc(N2C(=O)C3C4C=CC(c5ccccc5)(C3C2=O)C2C(=O)N(c3ccc(OC)cc3)C(=O)C42)cc1 (stereo unspecified) | 1450 | 10 | 6 | 1.1 | 7 | 6 | -0.85 | -9 | 101 | -14 | 1.1
CCOC(=O)CSc1nc2c([nH]c3ccccc32)c(=O)n1C | 1449 | 4 | -5 | 1 | 2 | 10 | 2 | 7 | 97 | 4 | 1
N#Cc1ccccc1NC1=CC(=O)CCC1 | 1602 | -2 | -2 | 1 | 0 | 5 | 0.83 | 5 | 101 | 4 | 1
Nc1ccnc(Oc2ccc(F)cc2)c1 | 1553 | 6 | 8 | 1.1 | 4 | 10 | 0.44 | -11 | 95 | 3 | 1
CC(C)NC(=O)CSc1nc2ccccc2n1CC(=O)N1CCc2ccccc21 | 1631 | -6 | -8 | 1.1 | 0 | 0 | / | 3 | 103 | -1 | 1
C=CCNC(=O)CN(c1ccc(OC)cc1OC)S(C)(=O)=O | 1479 | 4 | 2 | 1 | 4 | 1 | -0.15 | -4 | 100 | 13 | 0.9
COc1ccc(N=N/C(=C\O)C(=O)c2ccco2)cc1 | 1696 | 8 | 9 | 0.8 | 0 | 19 | 1.7 | -10 | 86 | -4 | 1
COC(=O)[C@@]1(Cc2ccc(OC)cc2)[C@H]2c3cc(C(=O)N4CCCC4)n(CCN4CCNC4=O)c3C[C@H]2CN1C(=O)c1ccccc1 | 1657 | 3 | 2 | 1 | 2 | -2 | 0.53 | 2 | 99 | 32 | 0.7
CC1CCN(c2oc(-c3ccccc3Cl)nc2C#N)CC1 | 1634 | 6 | 0 | 1.1 | -2 | -12 | -0.76 | -24 | 114 | 12 | 0.9
COCCn1c(N)c(C(=O)NS(=O)(=O)c2ccc(C)cc2)c(=O)[nH]c1=O | 1640 | 8 | 1 | 1.1 | 12 | 5 | -0.37 | 2 | 97 | -20 | 1.2
COc1ccc(CCNC(=O)COc2ccc(-c3ccccc3)cc2)cc1OC | 1409 | 0 | -2 | 1 | -3 | 5 | / | -4 | 95 | -7 | 1.1

A draw from above in order of length of the SMILES, lowest first.
SMILES | SRC2 TRFRET art | PPARg SRC-1 ag | PPARg SRC-3 ag | TNAP act hi DEA | PPARg SRC-2 ag | STAT3 inh | ROMK primary | STAT1 blocker | STAT3 activator | bIAP inh | bIAP activator
CC1CCN(c2oc(-c3ccccc3Cl)nc2C#N)CC1 | 1634 | 6 | 0 | 1.1 | -2 | -12 | -0.76 | -24 | 114 | 12 | 0.9
COc1ccc(CCNC(=O)COc2ccc(-c3ccccc3)cc2)cc1OC | 1409 | 0 | -2 | 1 | -3 | 5 | / | -4 | 95 | -7 | 1.1
CC(C)NC(=O)CSc1nc2ccccc2n1CC(=O)N1CCc2ccccc21 | 1631 | -6 | -8 | 1.1 | 0 | 0 | / | 3 | 103 | -1 | 1
COCCn1c(N)c(C(=O)NS(=O)(=O)c2ccc(C)cc2)c(=O)[nH]c1=O | 1640 | 8 | 1 | 1.1 | 12 | 5 | -0.37 | 2 | 97 | -20 | 1.2

The order is random; overall some 3.7% were active at least once.
